# ADAM17 inh = ADAM17 inhibition, QFRET primary screen; AID 720648; recombinant ADAM17, EDANS/DABCYL FRET peptide cleavage; 370,000 tested, 0.83% active; inhibition, % at 6.95 µM;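 active means inhibition above the mean of compounds lying between control limits plus 3 SD, set per campaign, cut at about 8.5% in these data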;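 further: 0% = DMSO-only wells as the low control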
# hgDAF-12 ag = activates the H. glycines DAF-12 receptor ligand-binding domain | HEK293 GAL4-hgDAF12 UAS-luciferase reporter, agonist luminescence; normalized to butyrate control | activation, % at 6.8 µM | 370,000 tested, 1.8% active;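 active means activation above a cutoff set at the mean of all screened compounds plus 3 SD, cut at about 10% in these data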;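 further: 0% = DMSO wells and 100% = sodium butyrate wells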
# PLCg1 inh = blocks human PLC-gamma1 enzyme activity; AID 720700; 370,000 tested, 0.84% active; purified PLC-gamma1, fluorogenic substrate, fluorescence; inhibition, % at 12.2 µM; P19174; in the data active means inhibition above about 9.5%
# Target sequence (P19174 whole entry, looked up): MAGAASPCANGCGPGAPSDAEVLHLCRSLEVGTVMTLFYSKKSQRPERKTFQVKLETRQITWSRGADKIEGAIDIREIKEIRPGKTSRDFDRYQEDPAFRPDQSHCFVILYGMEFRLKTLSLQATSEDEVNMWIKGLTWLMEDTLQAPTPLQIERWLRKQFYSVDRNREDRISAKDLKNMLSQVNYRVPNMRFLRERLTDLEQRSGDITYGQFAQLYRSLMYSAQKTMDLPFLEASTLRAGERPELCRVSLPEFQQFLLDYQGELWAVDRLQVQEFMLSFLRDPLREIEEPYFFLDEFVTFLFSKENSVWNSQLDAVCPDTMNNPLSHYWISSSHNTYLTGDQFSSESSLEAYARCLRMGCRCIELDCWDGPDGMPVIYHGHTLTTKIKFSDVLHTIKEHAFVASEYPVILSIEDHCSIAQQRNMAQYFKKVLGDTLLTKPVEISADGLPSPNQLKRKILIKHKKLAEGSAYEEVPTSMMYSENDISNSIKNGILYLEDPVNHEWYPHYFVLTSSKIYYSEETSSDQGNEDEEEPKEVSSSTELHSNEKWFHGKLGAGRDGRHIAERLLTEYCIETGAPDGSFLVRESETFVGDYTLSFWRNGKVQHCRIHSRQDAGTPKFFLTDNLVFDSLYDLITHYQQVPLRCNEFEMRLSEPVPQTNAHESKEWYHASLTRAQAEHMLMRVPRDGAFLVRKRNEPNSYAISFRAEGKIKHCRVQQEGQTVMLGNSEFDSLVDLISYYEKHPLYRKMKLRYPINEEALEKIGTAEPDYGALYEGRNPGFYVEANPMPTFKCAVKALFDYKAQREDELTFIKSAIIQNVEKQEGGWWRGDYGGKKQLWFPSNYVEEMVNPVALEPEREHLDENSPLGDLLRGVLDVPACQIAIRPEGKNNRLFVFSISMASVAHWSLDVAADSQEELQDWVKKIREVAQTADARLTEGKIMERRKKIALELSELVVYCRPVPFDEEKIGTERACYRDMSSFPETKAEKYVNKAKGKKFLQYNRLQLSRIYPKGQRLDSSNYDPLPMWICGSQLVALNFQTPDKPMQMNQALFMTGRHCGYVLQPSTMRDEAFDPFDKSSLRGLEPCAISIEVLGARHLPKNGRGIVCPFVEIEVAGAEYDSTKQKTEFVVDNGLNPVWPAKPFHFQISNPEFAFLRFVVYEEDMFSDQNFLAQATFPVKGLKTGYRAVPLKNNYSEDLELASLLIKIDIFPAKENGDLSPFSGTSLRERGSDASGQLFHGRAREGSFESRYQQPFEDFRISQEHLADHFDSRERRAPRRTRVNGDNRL
# hcDAF-12 act = H. contortus DAF-12 activation, primary screen; activation, % at 6.8 µM; HEK293 hcDAF-12 lit1-tk-luc reporter, luminescence; 0% DMSO, 100% Δ7-dafachronic acid; 370,000 tested, 1.4% active;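 active means activation above the mean of all tested compounds plus 3 SD, cut at about 5.5% in these data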;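 further: 100% = response to 3 µM Δ7-dafachronic acid high control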
# HGIII-sPLA2 inh = Inhibits HGIII-sPLA2 liposome hydrolysis, primary screen; Q9NZ20; QFRET BODIPY PC-A2 liposome hydrolysis, fluorescence; inhibition, % at 12.2 µM; 370,000 tested, 0.56% active;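 active means inhibition above mean plus 3 SD of compounds lying within the high and low control bounds, cut at about 19% in these data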;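 further: 0% = median of test compound wells and 100% = no enzyme DMSO wells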
# ssDAF-12 act = activators of S. stercoralis DAF-12 nuclear receptor | activation, % at 6.8 µM | 370,000 tested, 1% active | AID 652126 | HEK293 ssDAF-12/GRIP1 lit1-tk-luc reporter, luminescence; % of 3 µM dafachronic acid response;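 active means activation above the mean over all tested compounds plus 3 SD, cut at about 0.9% in these data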;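 further: 0% = DMSO-only wells and 100% = 3 µM delta7-dafachronic acid wells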
# DAX1 inh-1 = inhibitors of human orphan nuclear receptor DAX1 (NR0B1). P51843. HEK293 Gal4-DAX1 luciferase reporter, luminescence. inhibition, % at 6.75 µM. 340,000 tested, 0.99% active. AID 504766;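 active means inhibition above the mean over all tested compounds plus 3 SD, cut at about 4.2% in these data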;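 further: 0% = DAX1-transfected cells with DMSO and 100% = empty-vector control cells with DMSO; inhibition shows as a rise in luminescence from relieved DAX1 repression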
# PLC-beta3 inh = blocks human PLC-beta3 enzyme activity; Purified PLC-beta3, fluorogenic substrate, fluorescence; inhibition, % at 12.2 µM; 370,000 tested, 0.18% active; AID 720704; in the data active means inhibition above about 11%;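 further: 0% = median of compound wells on plate and 100% = full blocker control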
# DAX1 inh-2 = blocks DAX1 repression of SF-1 activated StAR promoter | HEK293T StAR-luciferase reporter, SF-1/DAX-1 repression relief | inhibition, % at 6.8 µM | 370,000 tested, 1.1% active | AID 652010;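 active means inhibition above the mean over all tested compounds plus 3 SD, cut at about 3.6% in these data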;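 further: 0% = DAX-1 cells with DMSO and 100% = cells lacking DAX-1 with DMSO; higher inhibition means more luminescence from relief of DAX-1 repression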
# FXN GAA850 act = activators of GAA850 frataxin (FXN) promoter; HEK293 lucGAA850 FXN promoter luciferase reporter, 24 h; percent of 10 µM SAHA response; activation, % at 6 µM; 360,000 tested, 0.56% active;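 active means activation above the average of all compounds screened plus 3 SD, cutoff fixed separately per campaign, cut at about 7.5% in these data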;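 further: 0% = DMSO wells and 100% = 10 µM SAHA wells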
# ADAM10 inh = inhibitors of human ADAM10; O14672; recombinant ADAM10, EDANS/DABCYL FRET peptide cleavage, 3 h; inhibition, % at 7 µM; 370,000 tested, 0.62% active; AID 720582;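 active means inhibition above a per-campaign cutoff equal to the mean of compounds falling between control-based bounds plus 3 SD, cut at about 20% in these data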;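 further: 0% = DMSO wells while the 100% control is not disclosed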
# * marks the source's active call; other numbers are inactive results; x = no result given.
# The first five compounds, to show the layout:
SMILES,ADAM17 inh,hgDAF-12 ag,PLCg1 inh,hcDAF-12 act,HGIII-sPLA2 inh,ssDAF-12 act,DAX1 inh-1,PLC-beta3 inh,DAX1 inh-2,FXN GAA850 act,ADAM10 inh
CCCCn1c(SCc2nc3ccccc3s2)nc2cc(S(N)(=O)=O)ccc21,3,2.3,4,1.3,-4,-0.9,-0.2,1,-0.2,0.2,-3
O=C1CSC(c2cccnc2)N1CCc1ccccn1 (configuration not stated),-4,0.9,5,1.1,-1,-1.7,3.6,-4,0.7,0.6,17
COc1ccc2c(c1OC)CN(C)CCc1cc3c(cc1C(=O)C2)OCO3,-3,-2.8,0,0.3,0,0.2,-0.3,-6,0.1,1.6,-6
OC(COc1ccc(Cl)cc1Cl)CN1CCc2ccccc2C1 (configuration not stated),-2,-2.4,1,-0.3,-3,-1.4,0.6,-10,-0.7,1.4,11
Clc1ccc(OCc2nnnn2-c2ccccc2)cc1,2,-0.1,2,-1.6,-3,-1.7,0.2,-1,-0.5,-0.5,-1

# The list itself (from the top)
SMILES,ADAM17 inh,hgDAF-12 ag,PLCg1 inh,hcDAF-12 act,HGIII-sPLA2 inh,ssDAF-12 act,DAX1 inh-1,PLC-beta3 inh,DAX1 inh-2,FXN GAA850 act,ADAM10 inh
CCCCn1c(SCc2nc3ccccc3s2)nc2cc(S(N)(=O)=O)ccc21,3,2.3,4,1.3,-4,-0.9,-0.2,1,-0.2,0.2,-3
O=C1CSC(c2cccnc2)N1CCc1ccccn1 (configuration not stated),-4,0.9,5,1.1,-1,-1.7,3.6,-4,0.7,0.6,17
COc1ccc2c(c1OC)CN(C)CCc1cc3c(cc1C(=O)C2)OCO3,-3,-2.8,0,0.3,0,0.2,-0.3,-6,0.1,1.6,-6
OC(COc1ccc(Cl)cc1Cl)CN1CCc2ccccc2C1 (configuration not stated),-2,-2.4,1,-0.3,-3,-1.4,0.6,-10,-0.7,1.4,11
Clc1ccc(OCc2nnnn2-c2ccccc2)cc1,2,-0.1,2,-1.6,-3,-1.7,0.2,-1,-0.5,-0.5,-1
Brc1ccccc1C1=Nn2c(nnc2-c2ccccc2)SC1,0,-0.7,0,0.2,-7,-0.5,-0.9,-4,-0.6,4.1,-3
C=COCCNC(=O)C(=O)NCC(C)C,-5,0.8,0,-2.0,2,-1.3,0.0,-3,-0.1,0.4,-4
CCN(Cc1ccccc1)C(=O)C1CCN(Cc2ccc(OC)c(OC)c2OC)CC1,-3,-0.8,0,-0.7,-5,-1.1,0.0,-34,-0.6,-3.6,4
CN(C)c1nc(Nc2ccc(Cl)c(Cl)c2)nc(N(C)C)n1,0,-1.8,1,-0.6,1,-0.7,0.7,-4,0.1,-0.1,14
NNC(=O)CN1CCCc2ccccc21,-5,-2.5,-36,-2.0,-14,-2.0,1.9,-28,-0.9,-2.8,-16
O=C(CN1C(=O)c2cccc3cccc1c23)Nc1ccc2c(c1)OCO2,-11,3.5,-81,-0.8,-7,-1.8,4.4*,-119,-1.5,2.4,-28
Cc1nn(-c2ccc(Br)cc2)c(=O)c2ccccc12,-6,11*,-4,11*,1,1.7*,2.3,-16,1.5,5.8,0
O=c1c2cnn(-c3ccccc3)c2nnn1/N=C/c1cccnc1,0,-0.3,-3,-1.2,0,-1.1,2.4,-3,-0.1,-1.9,-12
CC(=O)NCCn1c(C)cc2ccccc21,-10,0.4,-21,3.0,2,-0.6,0.5,-31,-0.8,1.1,-33
CCOc1ccc(OCC)c(NC(=O)C2CCN(c3ncccn3)CC2)c1,-8,-2.5,-5,-2.1,-2,-1.7,0.7,-8,-0.7,-0.5,-19
Cc1cc(C)n(CCC(=O)N2c3ccccc3CC2C)n1 (configuration not stated),-2,2.1,-1,-0.6,3,0.2,-0.1,-5,0.0,1.8,-2
OCc1nc(CO)n(Cc2ccccc2)n1,-3,-1.5,1,-0.5,3,-1.7,0.8,5,0.1,1.4,-3
Cc1ccc(CNC(=O)C2CC(c3cccc(F)c3)=NO2)cc1 (configuration not stated),-1,1.6,-2,-1.5,2,-0.9,0.6,0,0.5,0.4,0
Cc1ccccc1NC(=O)Cn1cnc2c(oc3nc4c(cc32)CCCC4)c1=O,-8,0.5,-4,-2.5,-7,-1.3,1.1,-13,0.1,-0.6,-13
Cc1cc(=O)oc(C)c1C(=O)NCC(C)NC(=O)c1c(C)cc(=O)oc1C (configuration not stated),-4,-0.6,-1,-0.1,3,-1.0,0.1,-2,-0.1,-1.2,-7
CC1(c2ccccc2)NC(=O)N(CC(=O)Nc2cccc(C#N)c2)C1=O (configuration not stated),-2,-2.5,0,-0.6,-5,-1.4,0.8,-3,-0.9,0.9,5
CCCCN1C(=O)C(=O)N(CC(=O)N2CCN(c3ccccc3)CC2)C1=O,-3,4.3,-1,-0.6,-2,-0.1,-0.2,-5,2.4,3.5,0
O=C(NNC(=O)C1CCC1)c1ccc(F)cc1,1,-1.0,2,-1.5,-4,-1.6,0.1,6,0.0,-1.0,1
Cc1ccc(S(=O)(=O)Nc2cccc(Cl)c2)cc1NC(=O)c1cccnc1,-2,-1.1,-4,-0.7,-13,-0.4,0.2,-6,-1.2,-1.5,9
CCN(Cc1ccccc1)S(=O)(=O)c1cc2c3c(c1)CCN3C(=O)CC2,5,2.8,-1,0.9,-2,-0.8,2.1,-13,-1.0,-3.3,-13
CCOc1ccc(NC(=O)CN2CCN(CC(=O)Nc3ccc(C(N)=O)cc3)CC2)cc1,3,0.2,0,2.6,-4,-1.1,-0.7,-2,-1.2,-0.6,-1
CCOc1cc(S(=O)(=O)N2CCCC2)ccc1Cl,0,2.1,3,-0.5,0,-2.1,-0.3,0,0.6,1.2,10
CC(C)(C)OC(=O)C[C@@H]1C/C=C\C[C@H](CC(=O)NCCO)C(=O)NC[C@@H](c2ccccc2)OC1=O,0,-1.3,1,-2.4,0,-1.3,0.2,1,1.2,0.8,-2
O=C(NC1CCCCC1)C(=O)c1c[nH]c2ccccc12,-2,10,1,2.2,-4,-0.6,2.3,-6,6.5*,8.3*,4
Cc1ccc(C(C(=O)NCc2ccco2)N(C(=O)CNC(=O)c2cccs2)c2c(C)cccc2C)cc1 (configuration not stated),1,-3.0,3,-1.0,-4,-1.1,-1.1,-2,0.3,0.7,-1
CCC(C)c1ccccc1NC(=O)COC(=O)C1=NN(c2ccccc2)C(=O)CC1 (configuration not stated),-3,-1.1,0,-0.2,10,-0.8,-0.1,-1,-0.1,2.8,-12
Nc1ccc(Nc2nc(-c3ccncc3)cs2)cc1,3,-1.4,2,-0.5,1,-2.1,-0.5,0,-0.3,-2.4,-6
Cn1c(SCc2nc3ccccc3[nH]2)nnc1-c1cccnc1,-5,2.0,-7,2.6,0,-1.0,0.3,-13,-0.3,-0.9,-16
COc1ccc(-n2c(N)c(C#N)c3ccc([N+](=O)[O-])cc3c2=O)cc1,-5,4.7,-25,3.0,5,-1.3,-0.5,-30,1.3,3.9,-18
Cc1cc(C)c(-c2csc(NC(=O)c3cc([N+](=O)[O-])ccc3N3CCOCC3)n2)c(C)c1,1,4.7,-1,2.7,2,-0.7,-0.1,-2,-0.4,-4.4,2
CCOc1ccc(NC(=O)CN(C)C(=O)c2ccc3[nH]c4c(c3c2)CC(C)CC4)cc1OCC (configuration not stated),-1,-1.7,-9,-1.6,-36,-0.8,0.1,-18,0.4,-0.4,-5
CCOC(=O)c1noc2c1CCC2,-6,0.5,-1,0.6,9,-1.4,x,-1,-1.3,x,-13
N#Cc1cnc(=S)n(-c2cc(C(F)(F)F)cc(C(F)(F)F)c2)c1N,1,3.7,-4,-0.2,12,-1.3,1.2,-7,2.0,-1.7,-8
CC1CCC(NC(=O)CN2CCC(n3nnc4cc(F)ccc43)CC2)CC1 (configuration not stated),-5,-3.1,-5,-1.9,-4,-1.2,-1.2,-5,-0.6,1.4,-7
O=C(Nc1ccc(F)cc1)OCCCN1C(=O)CCC12CCCCC2,2,2.9,2,-1.3,4,-1.1,x,3,0.7,x,4
COCCNC(=O)C(c1cccnc1)N(Cc1ccccc1)C(=O)Cn1nnc2ccccc21 (configuration not stated),-2,2.8,0,1.7,0,-1.2,-0.5,2,0.9,3.3,0
CC(=NNc1cc(C)c2cc(C)ccc2n1)c1ccccn1,-6,-3.4,-1,-0.7,13,-1.1,x,-2,-6.6,x,-20
COc1ccc(Br)cc1C(=O)NC(=S)Nc1ccc(CN2CCOCC2)cc1,2,-4.9,3,-2.9,-5,-1.3,-0.6,-10,-0.3,3.8,0
COc1ccc(C(=O)c2ccc([N+](=O)[O-])cc2Cl)cc1,-1,1.8,0,-1.5,-2,-1.4,x,4,-0.7,2.0,2
CC(C)Oc1ccc(CNC(=O)Cn2ccc3cc(S(=O)(=O)N4CCCC4)ccc32)cc1,-1,-4.1,1,-1.1,2,-1.4,1.9,-9,-0.4,-1.2,6
Cc1[nH]c2ccc(F)cc2c1CCN(Cc1cccnc1)C(=S)Nc1ccc(F)cc1,2,1.6,-1,-0.1,-8,-1.8,-2.4,-2,-0.7,0.0,6
CCOC(=O)[C@H]1[C@H]2COc3ccc(OC)cc3[C@@H]2N2C(=O)CN(Cc3ccco3)C(=O)[C@@]12C,-2,-1.8,-8,-0.5,-6,-0.9,-0.6,-6,-0.2,-2.4,2
N#Cc1cn(-c2ccccc2)nc1-c1cc2ccccc2oc1=O,-27,2.7,-115,-0.6,3,-1.3,-0.2,-170,0.9,5.8,-93
NC(=O)NC(=O)COC(=O)CC12CC3CC(CC(C3)C1)C2,5,0.6,7,4.7,2,-0.2,-1.4,-5,-0.1,1.9,10
CCOC(=O)COc1ccc2c(=O)cc(-c3ccccc3)oc2c1,-10,-0.6,-6,0.6,-2,-2.0,x,-9,-0.1,1.1,-31
O=C(OCC(=O)N1CCCCC1)c1c[nH]c2ccccc12,1,2.5,0,0.7,-14,-0.7,0.4,-5,1.2,4.5,-1
O=C(Cc1ccccc1)NCC(=O)OCc1ccc([N+](=O)[O-])cc1,5,-0.3,1,5.1,0,-1.0,-0.9,4,-0.2,1.7,5
COC(=O)C1=C(C)NC(C)=C(C(=O)OC)C1c1ccc(-c2cccc(Cl)c2Cl)o1,-1,1.9,-2,-2.0,0,0.0,-0.6,-5,-0.6,4.9,-15
COc1ccc(C(=O)C2CCCN(C/C=C/c3ccccc3OC)C2)c(OC)c1 (configuration not stated),2,1.6,2,-2.8,-19,-1.1,-3.2,2,-0.4,-1.4,5

# Assay outcomes from PubChem.
